Screens: PubChem, National Center for Advancing Translational Sciences (NCATS)
APE1 inh: qHTS Assay for Inhibitors of the Human Apurinic/apyrimidinic Endonuclease 1 (APE1). DNA repair nuclease/redox regulator APEX1 (Homo sapiens), P27695. recombinant APE1, TAMRA/BHQ-2 abasic DNA cleavage fluorescence. Potency, µM (titrated, usually from 65.8 µM), for inactives: at the top dose activity change, negative = inhibition, most hits filed as inhibitors. hit rate 0.35% among 350,000;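 further: plate controls were vehicle for no effect and reference inhibitor for full effect; nearly all actives have a fitted effect of over 55% in size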
Target sequence (P27695 whole entry, looked up): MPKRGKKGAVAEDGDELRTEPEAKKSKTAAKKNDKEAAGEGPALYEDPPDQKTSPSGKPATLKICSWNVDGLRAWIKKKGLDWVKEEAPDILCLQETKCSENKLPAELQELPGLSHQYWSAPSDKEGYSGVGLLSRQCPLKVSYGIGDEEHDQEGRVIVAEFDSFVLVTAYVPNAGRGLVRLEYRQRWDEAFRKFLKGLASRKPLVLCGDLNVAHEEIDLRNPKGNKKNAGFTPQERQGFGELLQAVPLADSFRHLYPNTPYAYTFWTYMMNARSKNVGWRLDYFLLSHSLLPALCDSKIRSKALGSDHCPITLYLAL
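Compound pre-exposure to 0.75 nM APE1, 15 min at ambient temperature. Reaction initiated with 50 nM TAMRA/BHQ-2 THF substrate, read immediately in kinetic mode, 525 nm excitation, 598 nm emission.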
Pol eta inh: qHTS for Inhibitors of Polymerase Eta | DNA polymerase eta (Homo sapiens), Q9Y253 | recombinant Pol eta, fluorescent DNA replication assay | Potency, µM (top dose mostly 114 µM), inactives show top-dose activity change, negative = inhibition, usual class: inhibitors | hit rate 1.2% among 390,000 | AID 588591, 2011; further: on the % scale 0 is the no-effect control and ±100 the full control effect
Target sequence (Q9Y253 whole entry, looked up): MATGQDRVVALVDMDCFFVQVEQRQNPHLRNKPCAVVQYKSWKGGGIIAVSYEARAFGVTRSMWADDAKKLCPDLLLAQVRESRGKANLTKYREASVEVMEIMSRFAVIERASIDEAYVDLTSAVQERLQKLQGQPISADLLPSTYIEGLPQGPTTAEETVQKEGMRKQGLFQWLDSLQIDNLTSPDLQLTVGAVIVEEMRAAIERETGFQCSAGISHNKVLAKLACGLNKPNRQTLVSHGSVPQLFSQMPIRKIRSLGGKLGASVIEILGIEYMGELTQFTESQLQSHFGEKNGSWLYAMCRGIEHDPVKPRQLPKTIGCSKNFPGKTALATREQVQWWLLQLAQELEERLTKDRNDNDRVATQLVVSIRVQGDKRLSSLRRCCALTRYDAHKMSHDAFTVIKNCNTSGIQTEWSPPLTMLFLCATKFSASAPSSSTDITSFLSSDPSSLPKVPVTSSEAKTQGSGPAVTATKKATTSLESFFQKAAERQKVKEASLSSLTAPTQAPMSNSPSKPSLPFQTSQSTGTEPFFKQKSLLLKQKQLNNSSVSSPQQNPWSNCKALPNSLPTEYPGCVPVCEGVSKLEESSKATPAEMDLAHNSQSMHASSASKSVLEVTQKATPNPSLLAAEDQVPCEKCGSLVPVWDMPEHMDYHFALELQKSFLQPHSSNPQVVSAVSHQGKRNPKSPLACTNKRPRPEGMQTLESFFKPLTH
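Pol eta (10 nM) was preincubated with compounds for 15 min at room temperature, after which fluorescent replication substrate (50 nM final) was added to start the reaction. Fluorescence was read kinetically at 0 and 10 min.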
BLM helicase inh: qHTS Assay for Inhibitors of Bloom's syndrome helicase (BLM) | RecQ-like DNA helicase BLM (Homo sapiens), P54132 | recombinant BLM DNA unwinding, fluorescence dequenching | Potency, µM (top dose mostly 56.1 µM), without a hit: top-dose activity change, negative = inhibition, most hits filed as inhibitors | hit rate 0.2% among 350,000 | AID 2528, 2010;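 further: plate controls were vehicle for no effect and no enzyme for full effect; nearly all actives have a fitted effect of over 35% in size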
G9a inh: qHTS Assay for Inhibitors of Histone Lysine Methyltransferase G9a; Histone-lysine N-methyltransferase EHMT2 (Homo sapiens), Q96KQ7; Potency, µM (series often up to 102 µM), for the others: at the top dose activity, negative = inhibition, hits mostly inhibitors; hit rate 8.8% among 350,000; G9a H3K9 monomethylation, AlphaScreen, 2 h; AID 504332, 2011; further: on the % scale 0 is the no-effect control and ±100 the full control effect; nearly all actives have a fitted effect of over 75% in size
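Using a bead-based AlphaScreen, monomethylated H3K9 product from 2 h room-temperature reactions (G9a 20 nM, peptide 500 nM, SAM 20 uM) was detected with 0.5 ug/mL rabbit anti-H3K9me1 antibody.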
POLK inh: qHTS for Inhibitors of Polymerase Kappa. purified Pol kappa, fluorescent DNA synthesis assay, 10 min. Potency, µM (highest dose often 107 µM), without a hit: top-dose activity, negative = inhibition, usual class: inhibitors. hit rate 0.53% among 400,000. AID 588579, 2011; further: on the % scale 0 is the no-effect control and ±100 the full control effect
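Here, compound and 10 nM enzyme are combined for 15 min at room temperature; adding 50 nM substrate (final) starts DNA synthesis, tracked by fluorescence at 0 and 10 min against buffer-only wells.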
Anesthetic bind: qHTS Assay for Identification of Novel General Anesthetics. apoferritin/1-aminoanthracene competitive binding, fluorescence. hit rate 0.074% among 350,000. Ferritin light chain (Equus caballus), P02791. Potency, µM (series often up to 77.5 µM), for the others: at the top dose activity change, negative = displacement, usual class: inhibitors; further: on the % scale 0 is the no-effect control and ±100 the full control effect; nearly all actives have a fitted effect of over 20% in size
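Apoferritin-based anesthetic binding model; compound displacement of fluorescent 1-AMA measured as endpoint fluorescence after 10 minutes at room temperature, scaled to free-ligand and complex controls.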
BAZ2B inh: qHTS Assay for Inhibitors of BAZ2B; Bromodomain adjacent to zinc finger domain protein 2B (Homo sapiens), Q9UIF8; hit rate 4.4% among 360,000; AlphaScreen BAZ2B-H3K14Ac peptide displacement; Potency, µM (doses to about 114 µM), inactives show at the top dose activity change, negative = inhibition, actives largely listed as inhibitors; further: on the % scale 0 is the no-effect control and ±100 the full control effect; nearly all actives have a fitted effect of over 60% in size
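Multi-concentration screen (max 110 uM) measuring displacement of acetylated histone H3 peptide from BAZ2B by AlphaScreen, using 50 nM protein, 50 nM peptide and 10 ug/mL streptavidin donor plus Ni-chelate acceptor beads.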
Pol beta inh: qHTS Assay for Inhibitors of DNA Polymerase Beta | P06746 | Pol beta primer extension/strand displacement, fluorescence kinetic | Potency, µM (highest dose often 114 µM), for the others: top-dose activity change, negative = inhibition, hits mostly inhibitors | hit rate 1.3% among 340,000 | AID 485314, 2010; further: on the % scale 0 is the no-effect control and ±100 the full control effect
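Pol beta (10 nM) was preincubated with compound for 15 min at room temperature. The reaction was then started with 50 nM substrate and read immediately and after a further 10 min at room temperature.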
POLI inh: qHTS for Inhibitors of Polymerase Iota | Potency, µM (top dose mostly 115 µM), inactives show at the highest dose activity, negative = inhibition, usual class: inhibitors | Pol iota fluorescent replication assay, 10 min | hit rate 1% among 390,000 | DNA polymerase iota (Homo sapiens), Q9UNA4
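Fluorescent replication assay read twice, at 0 min and 10 min after adding 50 nM (final) substrate. Enzyme (10 nM) and compounds were first incubated 15 min at room temperature; enzyme-free buffer wells were negative controls.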
The depositor's hits bear a star; & = joins results of further samples; [ ] = another dose, or the depositor's remark. The call rests on the fitted dose curve; in most records, active means well fitted curve in the direction sought with a large enough effect; inconclusive means small, poorly fitted or top-dose-only effect, or another doubt; inactive means no such curve, though single readings can be large; an effect the other way counts as inactive or inconclusive. Potency means the concentration at half of the fitted maximal effect. These rows are one share of the data; rates above refer to the full screens.

`O=S(=O)(Nc1ccc(-n2cnnn2)cc1)c1ccc(F)c(F)c1F` gave APE1 inh -4%, Pol eta inh 1%, BLM helicase inh 1%, G9a inh -50%, POLK inh -7%, Anesthetic bind 1%, BAZ2B inh -1%, Pol beta inh 17% and POLI inh 6%.
CCCCN1CCNC[C@@H]1Cc1ccc(O)cc1 was read as APE1 inh 4%, Pol eta inh -5%, G9a inh 3%[2.33 µM], POLK inh -3%, BAZ2B inh 7% and POLI inh inconclusive.
Screening O=C(Cc1ccc(Cl)cc1)NC1CCCN(Cc2ccccc2F)C1 (stereo unspecified) returned APE1 inh 8%, Pol eta inh -23%, BLM helicase inh -7%, G9a inh 11%, POLK inh 2%, Anesthetic bind -2%, BAZ2B inh -30%, Pol beta inh 6% and POLI inh 24%.
Screening COc1cccc(CNC(=O)c2ccc(NC(=O)C3=CSCCO3)cc2)c1 returned APE1 inh -5%, Pol eta inh -7%, BLM helicase inh -2%, G9a inh 19%, POLK inh -12%, Anesthetic bind -20%, BAZ2B inh -8%, Pol beta inh 0% and POLI inh -10%.
`CCOc1cc(C(=O)NC(C)COC)cc(OCC)c1OCC` (stereo unspecified) gave APE1 inh 1%, Pol eta inh -8%, BLM helicase inh 0%, G9a inh 17%, POLK inh -6%, Anesthetic bind -7%, BAZ2B inh 19%, Pol beta inh 14% and POLI inh inconclusive.
Screening Cc1nn(CC(=O)NC(C)c2ccccc2)c(C)c1[N+](=O)[O-] (stereo unspecified) returned APE1 inh 14%, Pol eta inh -8%, BLM helicase inh -1%, G9a inh 4%[12.7 µM], POLK inh 1%, Anesthetic bind -7%, BAZ2B inh -2%, Pol beta inh 56%[activator] and POLI inh 138%[activator].
For O=C(O)CCCC(=O)NCc1c(Cl)cccc1Sc1ccc(Cl)cc1 the results were APE1 inh 13%, Pol eta inh -11%, BLM helicase inh -1%, POLK inh 2%, Anesthetic bind -1%, BAZ2B inh 3%, Pol beta inh inconclusive and POLI inh 3%.
`COc1cccc(N2C(=O)[C@H]3C(C(=O)c4cnccn4)=NN[C@H]3C2=O)c1` gave APE1 inh -9%, Pol eta inh -3%, BLM helicase inh 1%, G9a inh inconclusive, POLK inh -10%, Anesthetic bind -16%, BAZ2B inh 50µM*, Pol beta inh -8% and POLI inh 43%[activator].
CC1(C)S[C@H]2C(NC(=O)[C@@H](N)c3ccc(O)cc3)C(=O)N2[C@@H]1C(=O)O (stereo partly specified) was read as BLM helicase inh -7%, G9a inh 3%[2.33 µM], POLK inh inconclusive and Anesthetic bind 8%.
Screening COc1cccc(NC(=O)CC2(CC(=O)O)CCCC2)c1 returned APE1 inh -3%, Pol eta inh -14%, BLM helicase inh -2%, G9a inh 15%[59 µM], POLK inh -7%, Anesthetic bind -10%, BAZ2B inh -4%, Pol beta inh 3% and POLI inh 20%.

Among those listed so far, these contain fluorine:
`O=S(=O)(Nc1ccc(-n2cnnn2)cc1)c1ccc(F)c(F)c1F` gave APE1 inh -4%, Pol eta inh 1%, BLM helicase inh 1%, G9a inh -50%, POLK inh -7%, Anesthetic bind 1%, BAZ2B inh -1%, Pol beta inh 17% and POLI inh 6%.
Screening O=C(Cc1ccc(Cl)cc1)NC1CCCN(Cc2ccccc2F)C1 (stereo unspecified) returned APE1 inh 8%, Pol eta inh -23%, BLM helicase inh -7%, G9a inh 11%, POLK inh 2%, Anesthetic bind -2%, BAZ2B inh -30%, Pol beta inh 6% and POLI inh 24%.

The list goes on.
COC(=O)N1CCC2(CCN(Cc3nccs3)CC2)CC1 was read as APE1 inh -1%, BLM helicase inh 1%, G9a inh -10%[12.7 µM] and POLK inh -1%[60.1 µM].
CC1CCN(S(=O)(=O)c2cccc(C(=O)NC3CCCCC3)c2)CC1 was read as APE1 inh 91%[activator], Pol eta inh -15%, BLM helicase inh 0%, G9a inh 5%, POLK inh 1%, Anesthetic bind -2%, BAZ2B inh -1%, Pol beta inh 1% and POLI inh 109%[activator].
`CCOC(=O)C1=C(C)NC(=O)NC1c1ccc(N(C)C)cc1` (stereo unspecified) gave APE1 inh 0%, Pol eta inh 5%, BLM helicase inh -1%, G9a inh inconclusive, POLK inh 2%, Anesthetic bind 2%, BAZ2B inh -2%, Pol beta inh 4% and POLI inh 18%.
Screening COc1ccc(OC)c(NC(=O)c2oc3c(c2C)-c2nn(Cc4ccc(Cl)cc4)cc2CC3)c1 returned Pol eta inh -12%, BLM helicase inh 0%, G9a inh 10%[59 µM], POLK inh 3%, Anesthetic bind 16%, BAZ2B inh 18%, Pol beta inh 3% and POLI inh 32%.
For CCc1cccc(NS(=O)(=O)c2c(C)[nH]c(=O)[nH]c2=O)c1 the results were APE1 inh -6%, Pol eta inh 1%&6%, BLM helicase inh -2%&-9%, G9a inh 30%, POLK inh inconclusive, Anesthetic bind inconclusive, BAZ2B inh 10%&-2%, Pol beta inh 40%&2% and POLI inh 2%&12%.
For CCN(CC)C(=O)c1c(-c2ccccc2)c(-c2ccccc2)nn(CC)c1=O the results were Pol eta inh -18%, BLM helicase inh -1%, G9a inh 17%[59 µM], POLK inh 5%, Anesthetic bind inconclusive, BAZ2B inh 28%, Pol beta inh 23% and POLI inh 20%.
O=C(NC1CCCCC1)c1ccc(S(=O)(=O)N2CCCC2)cc1 was read as APE1 inh 0%, Pol eta inh 1%, BLM helicase inh -2%, G9a inh -9%[59 µM], POLK inh -3%, Anesthetic bind -6%, BAZ2B inh -2%, Pol beta inh 18% and POLI inh 21%.
Cn1ccs/c1=N\S(=O)(=O)c1ccc(C(C)(C)C)cc1 was read as APE1 inh -2%, Pol eta inh 8%, BLM helicase inh -9%, G9a inh 8%[59 µM], POLK inh 1%, Anesthetic bind -11%, BAZ2B inh 2%, Pol beta inh 0% and POLI inh 17%.
`CSCCC(NC(=O)c1ccccc1Br)C(=O)NCC(C)(C)N1CCOCC1` (stereo unspecified) gave APE1 inh 0%, Pol eta inh -5%, G9a inh -5%, POLK inh -2%, BAZ2B inh 7% and POLI inh 31%[activator].
`CC1(C)Cc2c(c(-c3ccco3)nc3sc4c(NCC5CCCO5)ncnc4c23)CO1` (stereo unspecified) gave APE1 inh 1%, Pol eta inh inconclusive, BLM helicase inh -12%, G9a inh -19%[59 µM], POLK inh -11%, Anesthetic bind -10%, BAZ2B inh 5%, Pol beta inh 1% and POLI inh -18%.
Screening CCNc1nc(NCC)n2c(SC(C(=O)Nc3cc(C)ccc3OC)c3ccccc3)nnc2n1 (stereo unspecified) returned APE1 inh -9%, Pol eta inh -12%, BLM helicase inh 2%, G9a inh inconclusive, POLK inh -17%, Anesthetic bind -19%, BAZ2B inh -11%, Pol beta inh 14% and POLI inh 6%.
`COc1ccc(C(=O)COC(=O)c2cccnc2Cl)c(OC)c1` gave APE1 inh -17%, Pol eta inh 50µM*, BLM helicase inh -20%, G9a inh -29%, POLK inh inconclusive, Anesthetic bind -5%, BAZ2B inh 50µM*, Pol beta inh 13µM* and POLI inh 40µM*.
For CCOc1ccc(CCNS(=O)(=O)c2ccc3c(c2)oc(=O)n3C)cc1OCC the results were APE1 inh -14%, Pol eta inh -19%, BLM helicase inh 3%, POLK inh -3%, Anesthetic bind -5%, BAZ2B inh -3%, Pol beta inh 9% and POLI inh 5%.
`O=C(C[n+]1cc(Br)cc2ccccc21)c1ccc(Br)cc1` gave APE1 inh -5%, Pol eta inh -8%, BLM helicase inh -3%, G9a inh 28µM*, POLK inh -5%&5%, Anesthetic bind -19%, BAZ2B inh -34%, Pol beta inh 4% and POLI inh 69%&53%[activator].
CC(C)N(CC#CCC(O)(c1ccccc1)c1ccccc1)C(C)C was read as APE1 inh 2%, Pol eta inh -6%, BLM helicase inh 3%, G9a inh 6%, POLK inh -17%, Anesthetic bind -6%, BAZ2B inh 4%, Pol beta inh -18% and POLI inh 26%.
CC[C@H](C)[C@H](NC(=O)[C@H](CCC(=O)O)NC(=O)[C@H](CO)NC(=O)[C@@H](NC(=O)[C@@H](N)CO)C(C)C)C(=O)N[C@@H](CCC(N)=O)C(=O)N[C@@H](CC(C)C)C(=O)N[C@@H](CCSC)C(=O)N[C@@H](Cc1cnc[nH]1)C(=O)N[C@@H](CC(N)=O)C(=O)N[C@@H](CC(C)C)C(=O)NCC(=O)N[C@@H](CCCCN)C(=O)N[C@@H](Cc1cnc[nH]1)C(=O)N[C@@H](CC(C)C)C(=O)N[C@@H](CC(N)=O)C(=O)N[C@@H](CO)C(=O)N[C@@H](CCSC)C(=O)N[C@@H](CCC(=O)O)C(=O)N[C@@H](CCCNC(=N)N)C(=O)N[C@H](C(=O)N[C@@H](CCC(=O)O)C(=O)N[C@@H](Cc1c[nH]c2ccccc12)C(=O)N[C@@H](CC(C)C)C(=O)N[C@@H](CCCNC(=N)N)C(=O)N[C@@H](CCCCN)C(=O)N[C@@H](CCCCN)C(=O)N[C@@H](CC(C)C)C(=O)N[C@@H](CCC(N)=O)C(=O)N[C@@H](CC(=O)O)C(=O)N[C@H](C(=O)N[C@@H](Cc1cnc[nH]1)C(=O)N[C@@H](CC(N)=O)C(=O)N[C@@H](Cc1ccccc1)C(=O)N[C@H](C(=O)N[C@@H](C)C(=O)N[C@@H](CC(C)C)C(=O)NCC(=O)O)C(C)C)C(C)C)C(C)C was read as APE1 inh 15%, BLM helicase inh 5%, POLK inh -10%[12 µM] and Anesthetic bind -6%.
